FLuc inhib CS: Photinus pyralis luciferase inhibition counter-screen; P08659; ATPLite firefly luciferase biochemical luminescence, 10 min; inhibition, % at 10 µM; 200,000 compounds, 1.5% hits;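 active = inhibition above about 50% when tested at 10 µM, limit read from the data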
Target sequence (P08659 whole entry, looked up): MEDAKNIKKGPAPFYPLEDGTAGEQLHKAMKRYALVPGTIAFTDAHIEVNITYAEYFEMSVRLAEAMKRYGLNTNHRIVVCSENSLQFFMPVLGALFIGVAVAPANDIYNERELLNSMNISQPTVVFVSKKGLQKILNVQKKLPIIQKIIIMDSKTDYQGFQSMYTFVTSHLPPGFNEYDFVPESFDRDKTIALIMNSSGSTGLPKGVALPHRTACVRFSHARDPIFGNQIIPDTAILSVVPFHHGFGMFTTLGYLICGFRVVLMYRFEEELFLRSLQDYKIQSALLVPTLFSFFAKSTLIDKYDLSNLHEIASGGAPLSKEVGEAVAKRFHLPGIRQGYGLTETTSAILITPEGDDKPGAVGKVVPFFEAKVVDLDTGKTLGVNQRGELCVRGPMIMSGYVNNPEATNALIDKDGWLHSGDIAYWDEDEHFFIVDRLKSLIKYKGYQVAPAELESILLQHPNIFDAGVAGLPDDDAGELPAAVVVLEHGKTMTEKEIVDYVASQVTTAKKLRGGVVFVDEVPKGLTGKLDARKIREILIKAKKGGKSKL
STAT1 activator: STAT1 signaling activation | AID 932 | activation (% of control), % at 5.5 µM | 200,000 compounds, 2.6% hits | NIH 3T3 STAT1-luciferase reporter, IFN-gamma, luminescence; 100% = IFN-gamma alone, no compound;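 active = activation above the screen-wide mean activation plus 3 SD, cut at about 130% in these data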;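 note: raw ratio to IFN-gamma control signal so 100% means no change and 0% no light; values of inactives mirror those of a sister screen read the other way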
NF-kB neuron act: raises NF-kB expression in human neuronal cells; NF-kB reporter expression; hits give high values; fold change at 12.5 µM; 190,000 compounds, 1.6% hits; in the data active = fold change above about 3.3
FLuc act counter: firefly luciferase counter-screen for stimulation assays; activation factor at 10 µM; ATPlite luciferase biochemical, luminescence, 10 min; 0 = ATP-free wells, 1 = DMSO control; 200,000 tested, under 10 active; AID 1027; P08659;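 active = luciferase activation factor, scaled between plate controls, of at least 2 with compound at 10 µM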
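Material: Luciferase/luciferin reagent mix | Doses: Test compounds dosed from 2 mM stocks in 100% DMSO | Timing: 10 min incubation after luciferase reagent addition, room temperature | Measured by: Luminescence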
G6PDH CS: inhibits Leuconostoc G6PDH, flagging false hits in G6PDH-based assays. inhibition, % at 5 µM. Purified L. mesenteroides G6PDH, diaphorase/resazurin coupled fluorescence, 45 min. 200,000 compounds, 0.12% hits; in the data active = inhibition above about 50%
APP 5UTR inh: APP translation inhibition | SH-SY5Y APP 5'UTR-luciferase reporter, luminescence | inhibition, % at 2 µM | 190,000 compounds, 0.82% hits;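 active = inhibition above a set limit, derived from the sample mean plus 3 SD, cut at about 45% in these data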; note: values of inactives mirror those of a sister screen read the other way
Hsp70 act: Hsp70 transcriptional activation, primary screen | HeLa Hsp70 promoter luciferase reporter, luminescence; scaled: vehicle 0, proteasome-inhibitor control 100% | activation, % at 10 µM | 200,000 compounds, 0.04% hits | AID 1203;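 active = activation above the mean across all tested compounds plus 3 SD, cutoff set per campaign, cut at about 5.5% in these data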;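 note: 100% = MG132 at 30 µM as the positive control and 0% = DMSO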
APP 5'UTR act: APP 5'UTR luciferase reporter activation; SH-SY5Y APP 5'UTR luciferase reporter, luminescence; zero percent = DMSO vehicle wells; activation, % at 2 µM; 190,000 compounds, 1% hits;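 active = activation above a set limit, based on mean plus 3 SD of controls, cut at about 140% in these data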; note: values of inactives mirror those of a sister screen read the other way
HMGR II inh: inhibitors of class II HMG-CoA reductase from Enterococcus faecalis. purified E. faecalis HMGR, NADPH absorbance 340 nm kinetic. inhibition, % at 10 µM. 190,000 compounds, 0.41% hits. AID 1066;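 active = inhibition above a set limit, the median over all tested compounds plus 3 SD, cut at about 9.5% in these data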;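 note: enzyme runs in reverse so mevalonate oxidation gives rising NADPH absorbance; 0% = complete reaction with DMSO and 100% = background rate lacking mevalonate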
Redox H2O2 prof: compounds producing H2O2 with reducing agent – biochemical, NIH compound library profiling, artefact control for MLSCN library redox annotation, primary screen; DTT-dependent redox cycling H2O2, phenol red/HRP absorbance; 100% = 100 µM peroxide control, 0% = buffer; AID 878; 200,000 compounds, 0.03% hits; activation, % at 10 µM;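 active = activation of at least 50% relative to the plate's high and low controls in the primary single-dose screen; inactive = activation below 50%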;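 note: compound incubated with DTT at 0.8 mM final as the reducing agent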
* hit, by the source's call.

Start of the data: the first 2 entries (preview)
SMILES	FLuc inhib CS	STAT1 activator	NF-kB neuron act	FLuc act counter	G6PDH CS	APP 5UTR inh	Hsp70 act	APP 5'UTR act	HMGR II inh	Redox H2O2 prof
O=C(O)CSc1nnc(NC(=O)c2ccc3c(c2)OCO3)s1	91*	65	0.92	0.1	3	-1	-0.2	1	0	-0.4
OCCCCNCc1ccc(OCc2ccc(Cl)cc2Cl)cc1	-3	100	0.71	1	1	1	0.2	-1	7	-2.9

The listing (from the top)
SMILES	FLuc inhib CS	STAT1 activator	NF-kB neuron act	FLuc act counter	G6PDH CS	APP 5UTR inh	Hsp70 act	APP 5'UTR act	HMGR II inh	Redox H2O2 prof
O=C(O)CSc1nnc(NC(=O)c2ccc3c(c2)OCO3)s1	91*	65	0.92	0.1	3	-1	-0.2	1	0	-0.4
OCCCCNCc1ccc(OCc2ccc(Cl)cc2Cl)cc1	-3	100	0.71	1	1	1	0.2	-1	7	-2.9
Cc1ccc(NC(=O)Cn2nnc(C(=O)Nc3ccc(C)c(C)c3)c2N)cc1	4	101	1.3	1	-12	4	-0.3	-3	1	1.5
COCCCNC(=O)c1ccc(C(=O)NCCCOC)cc1	-8	107	1.1	1.1	8	-12	0.2	12	-2	-1.7
CC(C)N(C(=O)CSc1nnc(-c2ccc3c(c2)OCO3)n1C)C(C)C	-7	109	1.1	1.1	8	0	-0.2	0	-4	-1.2
O=C(Nc1nc(-c2cc(Cl)sc2Cl)cs1)c1ccc(Br)s1	-7	99	0.91	1.1	2	7	-0.3	-7	-6	3.0
CC(C)(C)NC(=O)NC(=O)CSc1n[nH]c(-c2ccccc2Br)n1	-8	96	1.1	1.1	7	-3	0.0	3	-3	0.4
Cc1ccc(C(=O)NCCc2ccc(S(N)(=O)=O)cc2)cc1[N+](=O)[O-]	1	97	1.3	1	-2	-9	-0.3	9	-3	-1.1
Cc1ccc(S(=O)(=O)N2CCCOC2CNC(=O)C(=O)NC2CCCCC2)cc1 (centres undefined)	-4	98	1.1	1	-6	-15	0.2	15	-12	-0.3
CC(=O)c1ccc(N(C(=O)Cn2nnc(-c3ccccc3)n2)C(C(=O)NC2CCCCC2)c2ccccn2)cc1 (centres undefined)	-4	96	1	1	10	4	-0.4	-4	1	0.1
CCC(=O)Nc1nnc(-c2ccc(OC)cc2)o1	6	99	1.2	0.9	-6	-6	-0.1	6	2	-0.8
CC(CCc1ccccc1)NC(=O)COC(=O)c1cc(NS(=O)(=O)c2ccc(Cl)c([N+](=O)[O-])c2)ccc1O (centres undefined)	-6	96	0.83	1.1	-1	7	0.1	-7	-6	-0.3
c1ccc2oc(Cc3ccc(Cc4nc5ccccc5o4)cc3)nc2c1	-11	103	1.1	1.1	4	-2	-0.1	2	1	0.7
COc1ccc(CCNC(=O)Cn2cnc3c(cnn3C(C)(C)C)c2=O)cc1OC	-2	99	0.94	1	-3	8	0.2	-8	-1	1.5
O=C1CCC(=O)N1c1nc2nc(-c3ccccc3)cc(-c3ccccc3)n2n1	3	100	1.2	1	15	-27	-0.1	27	-3	-0.8
Oc1ccc(Br)cc1-c1cc(-c2ccccc2F)[nH]n1	3	99	1.4	1	9	-17	0.3	17	-3	-0.3
O=c1cc(-c2cccc(F)c2)[nH]c2ccccc12	-1	108	2.7	1	8	94*	4.3	-94	4	0.1
Cc1ccccc1N1C(=O)c2cccc([N+](=O)[O-])c2C1=O	-5	100	1	1.1	2	-18	-0.4	18	-1	-0.7
CCOC(=O)c1cnc2ncnn2c1N	-9	96	0.83	1.1	-1	9	0.2	-9	3	0.1
Cc1cccc(C(=O)Nc2ccccc2C(=O)NCc2cccnc2)c1	-7	95	0.88	1.1	2	1	-0.3	-1	-9	0.2
Cc1onc(-c2ccccc2Cl)c1C(=O)Nc1ccc(S(=O)(=O)N2CCCC2)cc1	1	98	0.59	1	0	-6	0.0	6	-2	-1.1
O=C(NCCO)c1scc2c1OCCO2	-2	99	1.1	1	7	4	-0.6	-4	-1	3.1
Cc1ccc(S(=O)(=O)NNC(=O)C2Cc3c(ccc4ccccc34)O2)cc1 (centres undefined)	-1	81	0.89	1	10	10	-0.3	-10	-3	2.0
Cc1cc(C)cc(NC(=O)CN2C(=O)NC(C)(c3ccccc3)C2=O)c1 (centres undefined)	-7	99	1	1.1	5	18	-0.4	-18	-1	1.8
O=C(NCCC1=CCCCC1)C(=O)NCC1OCCCN1S(=O)(=O)c1ccc(F)cc1 (centres undefined)	-7	95	1	1.1	4	-10	-0.2	10	-1	-1.1
The list goes on.
SMILES	FLuc inhib CS	STAT1 activator	NF-kB neuron act	FLuc act counter	G6PDH CS	APP 5UTR inh	Hsp70 act	APP 5'UTR act	HMGR II inh	Redox H2O2 prof
Cc1ccc(-n2ncc3c(=O)n(CC(=O)NCc4ccco4)cnc32)cc1C	2	106	1.1	1	25	0	0.0	1	-3	-0.1
O=C(CN1CCOCC1)Nc1ccc(Br)cn1	-5	102	1.2	1.1	0	1	0.1	-1	-3	3.7
COCc1ccc([C@@H]2C[C@H]3CN(Cc4ccccc4C)C(=O)[C@]34CCCN24)o1	-4	102	1	1	9	4	-0.1	-4	0	-0.9
Cc1ccc(C(O)c2cccnc2)o1 (centres undefined)	-4	98	1.1	1	2	-6	0.1	6	2	1.5
O=C(CCN1C(=O)c2cccnc2C1=O)NC1CCCCCC1	-4	101	1.1	1	4	-13	0.2	13	-11	0.8
COc1ccc(Nc2nc(C)nc3c2nnn3Cc2ccccc2)cc1OC	2	91	0.73	1	10	4	-0.5	-4	1	-0.1
CC(C)CC1(C)NC(=O)NC1=O (centres undefined)	4	100	1.3	1	4	8	-0.2	-8	-3	2.2
CCn1c(SCc2nc3cc(OC)c(OC)cc3c(=O)[nH]2)nnc1-c1ccncc1	-3	91	1.2	1	4	-2	0.0	2	-4	2.5
CN1C(=O)N(C)C2C1N(CN1CCCCC1)C(=O)N2CN1CCCCC1 (centres undefined)	-14	104	1	1.1	11	-16	-0.1	16	2	0.1
CC(=O)N1N=C(c2ccc(C)cc2)OC1c1cccnc1 (centres undefined)	-8	115	1.6	1.1	8	-17	-0.2	17	0	-0.2
NC(=S)NC1CCS(=O)(=O)C1 (centres undefined)	-6	98	1.5	1.1	4	-22	0.1	22	0	-0.3
O=C(Nc1cccnc1)c1ccc(-c2ccccc2)cc1	51*	112	4*	0.5	-8	-110	0.1	110	3	-0.4
CC(=O)C1=C(O)C(=O)N(CCO)C1c1ccccc1 (centres undefined)	-9	105	1.6	1.1	16	4	0.0	-4	0	-1.4
CCN1C(=O)c2ccccc2Sc2ccc(C(=O)NCCCN3CCOCC3)cc21	-1	102	1.1	1	3	17	3.2	-17	0	0.8
O=C(CN1CCCCC1)Nc1cccc(-n2cnnn2)c1	-1	96	1.2	1	0	20	-0.5	-20	1	0.9
CCN(CC)C(=O)c1c(Cl)nc(C)c([N+](=O)[O-])c1C	-6	98	1.4	1.1	-16	-18	-0.3	18	-1	-0.1
CCC1(C)Cc2ccccc2-c2c1c(=O)n(-c1ccc(C)cc1)c1nnnn21 (centres undefined)	-5	95	1.1	1	1	0	-0.4	0	1	0.3
COc1ccc(-c2nc(N)n[nH]2)cc1OC	-1	95	1.1	1	0	-8	-0.1	8	-8	2.1
CCN(CC)S(=O)(=O)c1ccc(N2CCCC2)c(NS(=O)(=O)c2ccccc2)c1	-3	100	0.88	1	4	-8	-0.2	8	-3	0.1
O=C(CCN1CCCCCC1)Nc1ccc(F)cc1	2	98	1.2	1	13	-19	-0.1	19	-2	2.9
CCOC(=O)N1CCC(NCc2c(C(=O)N(C)Cc3ccccc3)nc3ccccn23)CC1	-1	100	1.1	1	15	19	0.2	-19	-1	-1.2
C=CCN(CC=C)C(=S)Nc1ccc2nsnc2c1	1	101	1.4	1	33	-2	-0.2	2	-3	1.6
CC1(C)Cc2ccccc2-c2nc(NCCO)n(-c3ccccc3)c(=O)c21	5	100	1	0.9	-6	-15	-0.1	15	-1	0.3
CC1(C)Cc2cccc(OCC(O)CN3CCN(c4ccccn4)CC3)c2O1 (centres undefined)	-4	97	0.83	1	-5	4	-0.3	-4	-2	2.1
CCCCNS(=O)(=O)/C=C/c1ccccc1	-7	100	0.97	1.1	1	0	-0.2	0	-5	-0.8

Pulled by structure from the entries so far:
SMILES	FLuc inhib CS	STAT1 activator	NF-kB neuron act	FLuc act counter	G6PDH CS	APP 5UTR inh	Hsp70 act	APP 5'UTR act	HMGR II inh	Redox H2O2 prof
O=C(Nc1cccnc1)c1ccc(-c2ccccc2)cc1	51*	112	4*	0.5	-8	-110	0.1	110	3	-0.4
CCC1(C)Cc2ccccc2-c2c1c(=O)n(-c1ccc(C)cc1)c1nnnn21 (centres undefined)	-5	95	1.1	1	1	0	-0.4	0	1	0.3
O=C(CN1CCOCC1)Nc1ccc(Br)cn1	-5	102	1.2	1.1	0	1	0.1	-1	-3	3.7

More records follow.
SMILES	FLuc inhib CS	STAT1 activator	NF-kB neuron act	FLuc act counter	G6PDH CS	APP 5UTR inh	Hsp70 act	APP 5'UTR act	HMGR II inh	Redox H2O2 prof
CC12CNCC(C)(CN(C(c3ccccc3)c3ccccc3)C1)C2	-4	103	0.85	1	5	4	0.1	-4	2	0.5
CC1=NOC(=O)/C1=C/c1ccc(-c2ccc(Cl)cc2)o1	-4	117	0.6	1	0	19	0.0	-19	-6	6.2
CC(C(=O)Nc1ccccc1C(=O)N1CCOCC1)N(c1ccccc1)S(C)(=O)=O (centres undefined)	-8	97	1.1	1.1	4	-14	-0.3	14	-2	-0.8
CN1CC(=O)N(CCOc2ccccc2)C1=O	-5	101	1.3	1.1	0	7	-0.2	-7	1	-1.3
N#Cc1ccsc1NC(=O)CN1CCN(c2ccc(O)cc2)CC1	-13	100	2	1.1	-12	14	-0.2	-14	-4	-0.4
CC(C)NC(=O)CSc1nc(N)c(NC(=O)c2ccco2)c(=O)[nH]1	-4	101	1.2	1	2	-1	-0.1	1	-4	-3.4
CCOC(=O)c1nc(Nc2ccc(C(=O)O)cc2)c2ccccc2n1	-4	95	0.98	1	2	8	-0.4	-8	-5	-1.8
c1ccc(N/N=C(\Cc2nc3ccccc3[nH]2)c2ccccc2)cc1	20	116	2.1	0.8	4	-22	-0.5	22	-9	1.2
COC(=O)c1ccccc1NC(=O)COC(C)=O	-8	102	1.1	1.1	2	11	-0.3	-11	-2	0.4
CCOc1ccc(N2C(=O)C3ON(c4ccccc4)C(c4cccs4)C3C2=O)cc1 (centres undefined)	-3	99	1	1	10	-18	-0.2	18	2	0.2
CSc1ccc(CNCCCN(C)C)cc1	-3	98	1.1	1	-1	5	-0.3	-5	-1	0.1
COc1ccc2c(c1)SC(C)CC2=O (centres undefined)	1	93	1.2	1	9	6	-0.2	-6	0	-1.7
Cn1c(=O)c2c(ncn2CC(=O)N/N=C/c2cn[nH]c2-c2ccc(F)cc2)n(C)c1=O	-2	109	1.1	1	-5	-16	0.0	16	4	0.1
O=C(CN(Cc1cccs1)C(=O)CCC(=O)Nc1ccccn1)NCc1ccccc1	-2	91	0.98	1	4	0	-0.2	0	-3	-0.6
CC(=O)C1=C(C)N(c2ccccc2)C(=O)C1(NS(=O)(=O)c1ccc(N)cc1)C(F)(F)F (centres undefined)	-8	101	1.3	1.1	1	9	-0.1	-9	-7	-1.6
O=Nc1c2cc(-c3ccccc3)[nH]nc-2c2ccccc12	87*	105	4.8*	0.1	8	-101	0.0	101	-3	-1.3
O=C(Nc1ccc(N2CCOCC2)cc1)C1CC(O)CN1S(=O)(=O)c1ccc(Cl)cc1 (centres undefined)	0	97	1.1	1	-1	-11	0.1	11	1	0.0

High-throughput results as filed in PubChem.
